Screening data: PubChem, several laboratories
PfHsp90 set2 = growth inhibition of PfHsp90-expressing yeast, primary screen, antimalarial PfHsp90 inhibitor project, S. cerevisiae, BacTiter-Glo luminescence, single point, set 2; BacTiter-Glo ATP, 48 h; yeast lacking PDR1 and PDR3 efflux regulators; inhibition, % at 9.4 µM; 0.32% of 310,000 active; AID 504621, 2011;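 active means every replicate shows inhibition above about 80%, whatever the replicate mean, limit read from the data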;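 further: 0% = DMSO neutral controls and 100% = 20 µM radicicol positive controls; yeast relying on Plasmodium falciparum Hsp90 in place of its own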
Tat export inh = E. coli Tat export inhibitors, primary screen, MC4100, TorA-mCherry reporter, fluorescence, single point | AID 488895, 2010 | 0.036% of 340,000 active | inhibition, % at 10 µM;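 active means mean replicate inhibition at least 50% and at least half of replicates individually reaching 50%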;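 further: exported cargo escapes ClpAP degradation while cytoplasmic cargo is degraded and loses fluorescence; 0% = median of neutral control wells and 100% = median of NaSCN control wells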
SUMO Mot1 rescue = yeast Mot1-301 growth rescue at high temperature, primary screen, SUMOylation pathway inhibitor project, S. cerevisiae, ATP luminescence, 38.5C | S. cerevisiae Mot1-301 growth rescue; percent above DMSO median, 100 means doubled | growth rescue, % at 18.8 µM | 1% of 320,000 active | AID 2716, 2010;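 active means every valid replicate shows activation above 250% relative to neutral control wells; inactive means the rest, any valid replicate at or below 250%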;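 further: OY570 slx delta 5 strain wells were the positive control but not used for scaling; some compounds called inactive have numbers as strong as hits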
AddAB inh = growth inhibition of E. coli expressing H. pylori AddAB, primary screen, AddAB inhibitor project, absorbance; inhibition, % at 11.9 µM; 0.29% of 330,000 active; AID 435030, 2010; in the data active means inhibition above about 12%;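 further: 0% = vehicle wells of infected cells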
PKA-R2B activ = activators of PKA-R2B holoenzyme, primary screen, biochemical, fluorescence polarization, Cy5-IP20, human | PKA-R2B holoenzyme dissociation; R2B truncated from residue 108, S112A mutant; 0% DMSO only, 100% 113 µM cGMP | activation, % at 11.4 µM | 0.079% of 340,000 active;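 active means activation above a cutoff set at the mean over all compounds plus 3 SD, cut at about 18% in these data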;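 further: higher means more holoenzyme dissociation and a rise in polarization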
MOR-DOR ag = agonists of OPRM1-OPRD1 heterodimerization, primary screen, cell-based, luminescence; Mu-type opioid receptor (Homo sapiens) + Delta-type opioid receptor (Homo sapiens), …; cells; AID 504326, 2011; 0.3% of 340,000 active; activation, % at 9.3 µM; in the data active means activation above about 18%;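 further: 0% = vehicle-treated cells and 100% = reference agonist; values of inactives mirror those of a sister screen read the other way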
Target sequence (P35372 whole entry, looked up): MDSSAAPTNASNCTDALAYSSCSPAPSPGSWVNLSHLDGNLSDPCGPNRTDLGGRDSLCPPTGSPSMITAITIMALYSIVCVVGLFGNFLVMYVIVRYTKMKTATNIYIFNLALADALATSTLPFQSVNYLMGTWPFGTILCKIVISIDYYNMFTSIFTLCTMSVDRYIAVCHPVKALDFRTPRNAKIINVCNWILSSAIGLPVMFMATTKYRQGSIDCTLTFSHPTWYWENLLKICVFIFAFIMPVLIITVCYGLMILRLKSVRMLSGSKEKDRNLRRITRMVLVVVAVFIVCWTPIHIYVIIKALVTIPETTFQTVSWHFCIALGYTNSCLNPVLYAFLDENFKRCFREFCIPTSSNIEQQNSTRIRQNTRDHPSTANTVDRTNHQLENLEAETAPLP
Target sequence (P41143 whole entry, looked up): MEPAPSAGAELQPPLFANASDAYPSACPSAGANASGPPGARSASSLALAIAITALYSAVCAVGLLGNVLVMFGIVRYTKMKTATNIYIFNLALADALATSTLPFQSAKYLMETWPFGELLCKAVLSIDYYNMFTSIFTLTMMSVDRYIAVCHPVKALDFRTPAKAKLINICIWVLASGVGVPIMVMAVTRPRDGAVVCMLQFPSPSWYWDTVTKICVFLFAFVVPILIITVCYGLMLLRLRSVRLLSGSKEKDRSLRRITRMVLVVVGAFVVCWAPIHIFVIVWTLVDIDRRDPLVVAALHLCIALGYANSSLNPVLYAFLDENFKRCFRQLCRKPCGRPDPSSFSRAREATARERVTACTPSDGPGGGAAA
PKA-R1A activ = activators of PKA-R1A holoenzyme, primary screen, biochemical, fluorescence polarization, Cy5-IP20, bovine R1A, mouse PKAc | cAMP-dependent protein kinase type I-alpha regulatory subunit (Bos taurus) + … | PKA-R1A dissociation; scaled: DMSO 0%, 113 µM cGMP 100% | activation, % at 11.4 µM | 0.083% of 340,000 active | AID 504707, 2011;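 active means percent activation above the mean of all tested compounds plus 3 SD, cut at about 19% in these data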;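 further: higher means more PKAc released from R1A so a rise in polarization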
E coli growth = E. coli V3065 growth inhibition, primary screen, counter-screen for AddAB inhibitor project, absorbance, OD600. 18 h. 0.27% of 330,000 active. inhibition, % at 11.9 µM;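 active means inhibition above the campaign's mean inhibition across all tested compounds plus 3 SD, cut at about 9.9% in these data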;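 further: uninfected addAB+ strain grown without phage in ampicillin broth; 0% = DMSO wells and 100% = ciprofloxacin 0.95 µg/ml wells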
OPRM1-OPRD1 inv = inverse agonists of MOR-DOR heterodimerization, primary screen, cell-based, luminescence; Mu-type opioid receptor (Homo sapiens) + Delta-type opioid receptor (Homo sapiens), …; cell-based MOR-DOR heterodimer luminescence, inverse agonism; inhibition, % at 9.3 µM; 0.21% of 340,000 active; in the data active means inhibition above about 22%, passing the limit was not always enough;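 further: 0% = cells with DMSO and 100% = wells without cells with DMSO; values of inactives mirror those of a sister screen read the other way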
phage Ecoli inh = growth loss of phage-infected E. coli, primary screen, RecBCD inhibitor project, absorbance, with phage, HTS; inhibition, % at 11.9 µM; 0.26% of 360,000 active; in the data active means inhibition above about 11%
HTR5A inv ctr = HTR5A inverse agonists in luminescence cell assay, primary screen, counter-screen for OPRM1-OPRD1 heterodimer inverse agonist project, full-deck HTS | 5-hydroxytryptamine receptor 5A (Homo sapiens), P47898 | HTR5A cell line, inverse agonism | inhibition, % at 9.3 µM | 0.083% of 340,000 active; in the data active means inhibition mostly above about 23%, no sharp cut-off; inactive means mostly below about 18%;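 further: 0% = cells with DMSO and 100% = no-cell wells with DMSO; some compounds called inactive have numbers as strong as hits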
* hit, by the source's call; i = inactive; · = no result given.

SMILES	PfHsp90 set2	Tat export inh	SUMO Mot1 rescue	AddAB inh	PKA-R2B activ	MOR-DOR ag	PKA-R1A activ	E coli growth	OPRM1-OPRD1 inv	phage Ecoli inh	HTR5A inv ctr
C=CCSC1=C(C#N)C(c2ccccc2)CC(=O)N1 (stereo unspecified)	-58	-1	-10	2.4	1	0.9	4	1.8	-5	3.4	4
Cc1c(/C(O)=C2\C(=O)C(=O)N(CCCN(C)C)C2c2ccccc2)cnn1-c1ccccc1 (stereo unspecified)	4	-2	·	·	3	-2.2	-12	·	11	3.6	2
C=CCc1ccc(OCCn2nnc3ccccc32)c(OC)c1	3	-5	12	0.5	7	-0.2	5	-0.1	1	3.7	16
CC(=O)Nc1ccc(NS(=O)(=O)c2ccc3c(c2)oc(=O)n3C)cc1	-3	-7	-18	-1.9	-4	-3.1	2	1.1	15	1.9	36
CCc1ccc(C2C(C#N)=C(N)C(C#N)(C#N)C3=CCC(C(C)(C)C)CC32)cc1 (stereo unspecified)	13	-4	-17	-1.2	7	3.3	-9	-2.9	-17	·	0
O=C(Cc1cccs1)NCCS(=O)(=O)N1CCN(c2cccc(Cl)c2)CC1	·	-1	-9	1.4	0	0.6	-12	0.3	-4	2.8	20
Cc1ccc(Nc2nc(/N=C/N(C)C)n[nH]2)cc1C	3	-9	-18	3.8	1	-0.6	0	0.9	3	1.7	1
CC(=O)c1cc2c(=O)c3ccccc3oc2nc1C	2	-4	0	-0.5	-7	-1.9	5	1.4	11	0.7	-22
Cc1ccc(C(=O)NNC(=O)c2ccc(SCC3CCCO3)c([N+](=O)[O-])c2)cc1 (stereo unspecified)	-36	-2	-3	0.8	4	1.6	-4	-1.9	-9	3.0	-5
CCN1C(=NCCOC)N[C@@H](c2cccc(F)c2)C(C(=O)OC)=C1C	·	12	17	3.2	-1	-2.8	5	-2.6	15	·	4
COc1ccc(CN2C(=O)c3cccnc3C2Nc2ccc(C)cc2)cc1 (stereo unspecified)	·	0	-7	0.7	-4	-2.4	-8	-1.7	14	0.5	1
CC(C)C(=O)Nc1ccc(Br)cc1Cl	2	-5	42	0.8	-2	-1.2	2	-0.7	6	4.3	5
Cc1c(C(=O)O)cnc2cc(-c3ccc(Cl)cc3)nn12	23	9	-19	3.9	2	-1.9	-10	2.6	11	2.1	6
CC(C(=O)Nc1nccs1)c1ccc([N+](=O)[O-])cc1 (stereo unspecified)	13	3	38	2.7	-6	-1.2	-2	1.2	9	6.9	18
COC(=O)c1cc(S(=O)(=O)N2CCN(c3ccc(OC)cc3)CC2)cn1C	-35	-4	2	1.1	-1	-1.0	-5	1.9	5	-0.2	19
Cc1snc(SCc2c(F)cccc2Cl)c1C#N	16	-4	296	3.7	7	0.1	1	2.1	-1	3.2	0
CCn1c(COc2ccc(=O)n(-c3ccccc3)n2)nnc1SCC(=O)OC	7	6	-8	-0.3	5	-1.5	8	0.2	7	1.6	-7
CS(=O)(=O)N(CC(=O)Nc1ccccc1Cl)c1ccc(Cl)cc1	-36	-6	·	4.1	-3	2.0	-9	2.8	-11	3.2	-15
CN(C)S(=O)(=O)c1ccc(S(=O)(=O)N2CCCC2)cc1	7	-8	170	-1.2	12	-2.5	-1	0.9	16	0.3	0
COc1ccc(CCCc2nnc(SCC(=O)Nc3ccc(C)c(C)c3)o2)cc1	-14	2	2	0.9	-10	1.9	0	0.5	-11	-1.1	-2
Cc1nc(NC(=O)CSc2nnnn2C)sc1C	·	12	-8	3.1	0	0.1	-8	1.6	-1	4.6	7
Cc1noc(C)c1C(=O)Nc1nccs1	-39	-6	1	-0.1	5	-4.7	-7	2.6	24	0.6	0
Cc1ccc(-c2csc3ncnc(Sc4nnc(CN5CCCCCC5=O)o4)c23)cc1	19	8	-18	-0.3	-11	-2.9	-15	-2.7	15	-0.3	0
CCOc1ccc(C(=O)Oc2cc(C)[nH]c(=O)c2[N+](=O)[O-])cc1	-6	-1	5	0.4	-10	-1.5	-4	-3.7	9	2.1	-33
CCc1nc2c(cnn2-c2ccc(Cl)cc2)c(=O)n1-c1ccc2c(c1)OCCO2	-144	0	4	4.5	-6	-1.0	-5	1.8	6	2.1	12
CC1(C)Cc2c(sc(NC(=O)c3ccco3)c2C#N)CO1	27	-11	-17	1.4	5	-4.2	1	0.3	21	3.0	0
Cc1nc2cc(NC(=O)CS(=O)(=O)c3ccccc3)ccc2s1	-14	5	-31	6.3	-11	0.7	-7	1.7	-5	2.2	0
CCC1=C(OC(=O)N(CC)CC)N2C(=O)OC(=NCCc3c[nH]c4ccccc34)[C@]2(C)[C@H]2C1=CC[C@H]1C(=O)NC(=O)[C@H]12	-5	5	-7	2.9	-3	-1.7	7	0.5	9	-1.6	-2
CCN(CC)C(=O)c1sc(NC(=O)C(Sc2ccccc2)c2ccccc2)c(C(=O)OC(C)C)c1C (stereo unspecified)	-13	-8	30	1.5	0	-1.4	-4	-0.6	6	5.0	2
CC1CCN(c2ccccc2N)CC1	-2	3	-18	0.5	-8	-1.1	-13	-0.2	5	4.3	7
O=C(COC(=O)c1ccccc1SCC(=O)NC1CCCCC1)NC1CCCCC1	·	9	-15	6.1	-10	-1.8	-11	1.4	8	1.1	-2
CCOC(=O)c1ccc(NC(=O)N2CCN(c3cccc(OC)c3)CC2)cc1	-20	4	11	4.8	-10	2.4	-5	3.8	-13	2.0	3
Cc1ccc(C(C)C)c(OCC(O)CN2CC(C)OC(C)C2)c1 (stereo unspecified)	2	-2	83	-0.2	-3	1.5	-6	-0.5	-8	1.8	-8
COc1cc(/C=C/C(=O)N2CC(C)OC(C)C2)cc(OC)c1OC (stereo unspecified)	5	-11	0	1.6	6	-2.3	-6	-1.0	11	2.2	-6
Cc1cc(OCC(=O)Nc2c(C)n(C)n(-c3ccccc3)c2=O)ccc1[N+](=O)[O-]	28	12	-24	2.4	-13	-3.4	-12	1.9	18	3.9	-2
O=C(CN1CCN(c2ccccc2F)CC1)NCc1ccccc1	-5	6	14	3.5	1	-2.0	1	-1.2	10	-0.1	-11
Cc1cccc(-n2cnc(C(=O)N/N=C\c3ccc(Br)cc3)c2)n1	·	-6	11	4.8	-8	-2.3	3	0.6	11	-0.6	7
Cc1ccc(OCC(=O)OCC(=O)c2ccccc2)cc1C	3	0	8	0.6	-6	3.5	-3	2.4	-11	-0.2	1
CC(C)c1ccc(S(=O)(=O)N2CCC3(CC2)OCCO3)cc1	·	7	10	0.1	-5	0.9	1	-1.2	-5	0.9	-1
O=C(O)CCC(=O)N1CN2CN(C(=O)CCC(=O)O)CC([N+](=O)[O-])(C2)C1	18	3	i	-0.2	-4	0.2	11	-0.8	-1	-9.1	12
COc1ccc(NC(=O)NNC(=O)c2ccc(-c3ccccc3)cc2)cc1	-31	-4	-3	-2.8	6	-1.6	7	-2.8	9	-0.2	2
CC(C)C(NS(=O)(=O)c1cccc2nsnc12)C(=O)NCCC1=CCCCC1 (stereo unspecified)	17	-7	-7	-1.1	3	1.1	-1	-0.5	-6	3.9	-30
COC(=O)[C@@H]1C[C@@]2(O)[C@H](O)[C@H](O)[C@H](O)C[C@H]2N1C/C=C/c1ccccc1	9	-5	13	-0.8	6	-1.7	-16	-0.1	9	1.2	2
CC(=O)C1=C(O)CC(c2ccccc2)CC1=NCCc1ccccc1 (stereo unspecified)	3	9	9	3.5	-1	-2.1	-8	-0.2	11	3.8	15
CCOc1cc2c(cc1OC)C(c1cccc([N+](=O)[O-])c1)NCC2 (stereo unspecified)	-53	-4	-2	0.5	7	-2.2	9	1.4	10	2.9	13
Nc1ccc(-c2nc3ncccc3o2)cc1	-24	3	-5	1.4	2	-4.1	2	0.4	19	5.4	-8
O=C(NCC(c1ccco1)N1CCN(c2ccc(F)cc2)CC1)OCc1ccccc1 (stereo unspecified)	-16	16	34	0.7	-9	-3.1	-23	0.7	16	5.2	8
CCOC(=O)c1c(C)[nH]c(N=Nc2ccccc2C)c1C	-37	14	-18	2.5	-14	2.3	-21	0.9	-14	0.3	23
CC(=O)N1CCN(S(=O)(=O)c2cccc(C(=O)OCc3ccc(C(C)(C)C)cc3)c2)CC1	7	10	·	·	1	3.7	-11	·	-24	0.2	-15
O=C(O)C1C2CC3C(OC(=O)C31)C2Cl (stereo unspecified)	-10	-3	-9	4.4	-11	-1.8	-4	3.6	11	-0.9	3
